Bioassay records: PubChem, several laboratories
IL1B NFkB inh: inhibitors of IL-1B driven NFkB p65 nuclear import, primary screen, imaging, HUVEC, IL-1B stimulus, high-content imaging; HUVEC IL-1B NFkB p65 nuclear translocation imaging; inhibition, % at 2 µM; 0.43% of 94,000 active; AID 796, 2007;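 active = inhibition above about 30% together with a positive call from visual inspection of the well image, limit read from the data; inconclusive = inhibition above a set limit but visual check negative; inactive = inhibition not above a set limit, visual check negative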;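 note: nuclear over cytoplasmic p65 intensity ratio measured by imaging; 0% = IL-1B stimulated DMSO wells and 100% = unstimulated DMSO wells; values of inactives mirror those of a sister screen read the other way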
NFkB transloc pot: enhancers of NFkB p65 translocation in HUVEC – imaging, IL-1B stimulus, high-content imaging, primary screen; activation, % at 2 µM; 0.3% of 94,000 active; HUVEC IL-1B NFkB p65 nuclear translocation imaging;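 active = activation above 40%, about the mean plus 3 SD, also judged a hit on visual image review; inconclusive = activation above 40% but not a hit on visual review; inactive = activation not above 40% and no visual hit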;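 note: percent activation is computed from the nuclear over cytoplasmic p65 intensity ratio; values of inactives mirror those of a sister screen read the other way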
Bcl-B displacement: displacers of TR3 peptide from Bcl-B, primary screen, selectivity assay for Bfl-1 inhibitor project, biochemical, fluorescence polarization; Bcl-2-like protein 10 (Homo sapiens); FP displacement of FITC-TR3 peptide from Bcl-B; higher % means a stronger effect; displacement, % at 20 µM, or IC50 in µM where a hit was titrated; 0.11% of 96,000 active; AID 748, 2007;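 active = displacement above 50% at 20 µM plus a fluorescence interference ratio under 1.5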;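 note: plate controls were wells without compound for no effect and wells lacking Bcl-B protein for full effect; a part of the inactive calls stands beside numbers as strong as those of hits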
PLAP inhibition: PLAP enzyme inhibitors, biochemical, luminescence, HTS (AID 690). purified PLAP, luminescent substrate; higher % means a stronger effect. inhibition, % at 20 µM; hits with a dose series show IC50 in µM. 0.08% of 96,000 active; in the data active = a potency from the dose series; inactive = the rest, 99 in 100 with inhibition below about 30%; note: strong numbers were not always called active
MRP reversal: reversal of MRP1-mediated doxorubicin resistance, primary screen, H69AR cells, doxorubicin co-treatment; H69AR cells + 2 uM doxorubicin, CellTiter-Glo, 72 h; differential viability (reversal), % at 10 µM; 0.04% of 85,000 active; AID 602, 2007;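 active = viability drop by adding the cancer drug above about 55%, with treated viability meeting a 40% cutoff, limit read from the data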;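 note: viability without doxorubicin minus viability with 2 µM doxorubicin for each compound; larger differential means the compound sensitizes cells more to doxorubicin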
MRP reversal cytotoxicity: second read-out of MRP reversal, no call of its own (marks repeat the call); viability, %; H69AR cells, CellTiter-Glo, 72 h; measured here: cytotoxicity without doxorubicin
MRP reversal with doxorubicin: recorded beside MRP reversal, whose call it bears; viability, %; measured here: viability with 2 uM doxorubicin; active compounds read low
IL1B NFkB inh cell count 2 µM: second read-out of IL1B NFkB inh, no call of its own (marks repeat the call); cell count; measured here: cells passing quality filter;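 raw number of nuclei counted in each imaged well without normalization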
NFkB transloc pot cell count 2 µM: further read-out of NFkB transloc pot, marked with its call; cell count; measured here: cells passing quality filter
* marks the source's active call; other numbers are inactive results; ? = inconclusive; / = not tested or not shown. The list is partial (hit frequency here may not be typical).

Structure | NFkB transloc pot | Bcl-B displacement | NFkB transloc pot cell count 2 µM | IL1B NFkB inh cell count 2 µM | IL1B NFkB inh | MRP reversal | MRP reversal with doxorubicin | PLAP inhibition | MRP reversal cytotoxicity
C=CCNC(=O)COC(=O)COc1ccc(Cl)cc1C | -7 | 0% | 141 | 141 | 7 | / | / | 13% | /
Cc1ccc(CSc2nc3c(cc2C#N)CCC3)cc1 | 1 | -10% | 141 | 141 | -1 | 5 | 91 | 10% | 96
CCOc1ccc(C(=O)c2cccs2)cc1 | / | -21% | / | / | / | -25 | 126 | 31% | 101
CCOc1cc(C(N)=O)cc(Br)c1OCC | 2 | 2% | 171 | 171 | -2 | -4 | 95 | 8% | 91
CN1CCOCCOCCN(C)C1=O | -10 | -4% | 201 | 201 | 10 | 1 | 93 | 18% | 94
COCc1[nH]nc2c1C(c1ccc(OC)cc1)C(C#N)=C(N)O2 (configuration not stated) | -4 | 1% | 121 | 121 | 4 | 7 | 92 | 6% | 100
Nc1nc(N2CCCCC2)nc(N(c2ccccc2)c2ccccc2)n1 | -1 | 4% | 74 | 74 | 1 | -9 | 83 | 4% | 74
O=C(Nc1ccc(/C=C/c2nc3ccccc3o2)cc1)c1ccc(F)cc1 | 13 | -8% | 134 | 134 | -13 | / | / | 22% | /
COc1cccc(N(C(=O)c2cccs2)c2nc3ccccc3s2)c1 | 0 | -9% | 193 | 193 | 0 | 19 | 78 | -10% | 97
CC(C)(C)C1=Nn2c(nnc2-c2ccco2)SC1 | 8 | 14% | 102 | 102 | -8 | -3 | 83 | 17% | 80
CC/C(=C\C(=O)c1cccnc1)Nc1ccc(C)c(C)c1 | 36 | -28% | 144 | 144 | -36 | 2 | 84 | -53% | 86
C=CCSc1nnc(NC(=O)COc2ccc3ccccc3c2)s1 | 3 | -3% | 176 | 176 | -3 | -25 | 126 | -8% | 101
COc1ccccc1NC1=NC2(CCCC2)N=C(N)N1 | -1 | -12% | 179 | 179 | 2 | 3 | 88 | 19% | 92
Cc1cnc(C(=O)Nc2ccccc2-c2ccc(C)o2)cn1 | 12 | -17% | 46 | 46 | -12 | -2 | 82 | 8% | 80
O=C(CSc1nnc(-c2ccco2)o1)NC1CC2CCC1C2 (configuration not stated) | 16 | -5% | 116 | 116 | -16 | 6 | 84 | 9% | 91
O=C(NNC(=S)Nc1ccccc1)c1ccco1 | -1 | -2% | 109 | 109 | 1 | / | / | -60% | /
CCCCN1C(=O)C2NN=C(C(=O)OCC)C2C1=O (configuration not stated) | 5 | 1% | 169 | 169 | -4 | -18 | 101 | -14% | 83
O=C(Nc1ccc2c(c1)OCCO2)C1CCC1 | -23 | -2% | 109 | 109 | 23 | -4 | 98 | -4% | 94
CCN1CCN(c2cc(-c3ccccc3)nc3cc(-c4cccc(F)c4)nn23)CC1 | 3 | / | 139 | 139 | -3 | -14 | 54 | / | 41
CCc1cccc2c(C#N)cn(CCOc3ccccc3OC)c12 | 4 | 1% | 142 | 142 | -4 | 4 | 74 | 7% | 78

Structure | NFkB transloc pot | Bcl-B displacement | NFkB transloc pot cell count 2 µM | IL1B NFkB inh cell count 2 µM | IL1B NFkB inh | MRP reversal | MRP reversal with doxorubicin | PLAP inhibition | MRP reversal cytotoxicity
CCN(CC)CC(=O)Nc1nc(-c2ccc(Cl)cc2)cs1 | / | -5% | / | / | / | 10 | 93 | -49% | 102
COc1ccc(-c2nc3c(c(=O)[nH]c(=O)n3Cc3ccccc3)n2Cc2ccccc2)cc1 | -2 | -6% | 160 | 160 | 2 | / | / | -56% | /
C=CCn1c(=N)n(CC(O)COc2ccc(OC)cc2)c2ccccc21 (configuration not stated) | 38 | 2% | 64 | 64 | -38 | / | / | -4% | /
CCOc1ccccc1C(=O)N1CCOCC1 | 0 | -10% | 190 | 190 | 0 | -16 | 124 | 21% | 108
Cc1ccccc1N(CC(=O)N/N=C/c1ccccc1Cl)C(=O)c1ccccc1 | -9 | 5% | 135 | 135 | 9 | / | / | -19% | /
N#Cc1c(NC(=O)CN2CCN(C(=O)c3ccco3)CC2)sc2c1CCCCC2 | / | -12% | / | / | / | 14 | 78 | -46% | 91
O=C(C1CCCO1)N1CCN(Cc2nc3ccccc3c(=O)[nH]2)CC1 (configuration not stated) | 3 | -2% | 135 | 135 | -3 | 12 | 81 | 0% | 94
CCOC(=O)c1ccc(NC2OC(=O)c3ccccc32)cc1 (configuration not stated) | 12 | -4% | 124 | 124 | -12 | -2 | 90 | 10% | 88
O=C(NNc1cccc(Cl)n1)c1c(Cl)cccc1Cl | 15 | 4% | 196 | 196 | -15 | / | / | 3% | /
COc1ccc(Cn2nnnc2CN(Cc2cc3cc(C)ccc3[nH]c2=O)C2CCCC2)cc1 | -2 | 6% | 146 | 146 | 2 | 14 | 38 | 13% | 51
CCOC(=O)N1CCC(Nc2c(NCCCOC)c(=O)c2=O)CC1 | 8 | -1% | 137 | 137 | -8 | 4 | 99 | 0% | 103
CCCc1cc2c(cc1NC(=O)c1ccc(C)cc1)OCO2 | / | -4% | / | / | / | / | / | -2% | /
Cc1nnc(NC(=O)Cn2cnc3c2c(=O)n(C)c(=O)n3C)s1 | 3 | / | 116 | 116 | -3 | -3 | 97 | / | 94
CCOc1ccc(-c2nnc(-c3cccs3)o2)cc1 | 8 | -3% | 163 | 163 | -8 | 10 | 86 | 10% | 96
COc1ccc(C(=O)Nc2nc3ccc(S(C)(=O)=O)cc3s2)cc1 | -2 | / | 153 | 153 | 2 | -2 | 63 | / | 62
O=S(=O)(NCc1cccnc1)c1cccs1 | 16 | 0% | 125 | 125 | -16 | -4 | 105 | 15% | 101
CCOc1ccc(S(=O)(=O)Nc2ccccn2)c2ccccc12 | 10 | -4% | 69 | 69 | -10 | -23 | 111 | 13% | 88
Cc1cc(C)n(-c2ccc(C(=O)Nc3nnc(C4CC4)s3)cc2)n1 | 7 | -6% | 149 | 149 | -7 | / | / | -22% | /
COc1ccc(C2NC(C(=O)O)CS2)cc1COCC(F)(F)F (configuration not stated) | ? | -9% | / | 118 | -53 | -10 | 102 | / | 93
CCC(C)(C)NC(=O)c1cc(OC)c(OC)cc1[N+](=O)[O-] | 2 | 8% | 213 | 213 | -2 | / | / | 15% | /

Structure | NFkB transloc pot | Bcl-B displacement | NFkB transloc pot cell count 2 µM | IL1B NFkB inh cell count 2 µM | IL1B NFkB inh | MRP reversal | MRP reversal with doxorubicin | PLAP inhibition | MRP reversal cytotoxicity
CCc1nc(NCc2cccnc2)c2oc3ccccc3c2n1 | / | -15% | / | / | / | 4 | 76 | 12% | 80
COc1cc(C)nc(Oc2ccc(/C=N/O)cc2)n1 | / | -17% | / | / | / | -2 | 94 | 17% | 91
CN(CCC#N)C(=O)c1ccc(CNS(=O)(=O)c2ccc(F)cc2)cc1 | -100 | 31% | 14 | 14* | 100* | 0 | 85 | 7% | 84
COc1ccc(C2c3c(oc4ccccc4c3=O)C(=O)N2CCCN2CCOCC2)cc1 (configuration not stated) | 15 | / | 102 | 102 | -15 | 13 | 93 | / | 106
CCOc1cc(/C=C2/C(=O)ON=C2C)ccc1OCc1ccc(F)cc1 | 2 | -11% | 130 | 172 | 3 | / | / | 3% | /
O=C1c2ccccc2S(=O)(=O)N1Cc1cccc(S(=O)(=O)N2CCOCC2)c1 | -3 | -2% | 172 | 172 | 3 | -2 | 93 | 1% | 90
CCCCCCCCOC(=O)C1=C(C)Nc2nnnn2C1c1cccs1 (configuration not stated) | 9 | -2% | 162 | 162 | -9 | -9 | 71 | -24% | 62
C(=N\n1cnnc1)/c1ccc(OCc2cccc3ccccc23)cc1 | 14 | -15% | 137 | 137 | -14 | -1 | 81 | 20% | 80
N#Cc1nc(COc2ccccc2Cl)oc1NCc1cccnc1 | -4 | 4% | 149 | 149 | 4 | -17 | 65 | -6% | 48
Cc1cn(C(=O)CN2C(=O)c3ccccc3C2=O)c(C)n1 | 14 | 0% | 130 | 130 | -14 | -15 | 108 | 12% | 93
N#Cc1c2n(c(=S)n(-c3ccccn3)c1=O)CCCCC2 | 18 | -2% | 137 | 137 | -18 | -3 | 85 | -4% | 82
Cc1c(Br)cc(C(=O)O)c(C)c1C | -10 | -8% | 171 | 171 | 10 | / | / | -1% | /
Cc1occc1-c1nnc(SCc2nnc(-c3ccc(Cl)cc3)o2)n1C | 3 | 2% | 63 | 63 | -3 | 14 | 85 | / | 99
Cc1cc(C)nc(N/N=C/c2ccccc2)n1 | 5 | 2% | 173 | 173 | -4 | / | / | / | /
O=C(Nc1ccc(F)cc1F)c1cccn1-c1ncc(C(F)(F)F)cc1Cl | 4 | 5% | 125 | 125 | -4 | / | / | -3% | /
COc1ccccc1CNC(=O)C1=C(C)C(=O)OC12CCC(C)CC2 (configuration not stated) | 0 | -9% | 165 | 165 | 0 | 1 | 81 | -43% | 82
COc1cc(OC)cc(C(C(=O)NCc2ccccc2)N(Cc2ccco2)C(=O)c2ccno2)c1 (configuration not stated) | 0 | -1% | 212 | 212 | 0 | 1 | 92 | -27% | 93
CCOc1cc(CNc2cccc3ccccc23)cc(Br)c1OCC(=O)NC(C)(C)C | -6 | -8% | 162 | 162 | 6 | / | / | -39% | /

A draw from above in order of formula weight, highest first.
Structure | NFkB transloc pot | Bcl-B displacement | NFkB transloc pot cell count 2 µM | IL1B NFkB inh cell count 2 µM | IL1B NFkB inh | MRP reversal | MRP reversal with doxorubicin | PLAP inhibition | MRP reversal cytotoxicity
Cc1ccccc1N(CC(=O)N/N=C/c1ccccc1Cl)C(=O)c1ccccc1 | -9 | 5% | 135 | 135 | 9 | / | / | -19% | /
O=C(Nc1ccc(F)cc1F)c1cccn1-c1ncc(C(F)(F)F)cc1Cl | 4 | 5% | 125 | 125 | -4 | / | / | -3% | /
CCOc1ccc(S(=O)(=O)Nc2ccccn2)c2ccccc12 | 10 | -4% | 69 | 69 | -10 | -23 | 111 | 13% | 88
CCc1cccc2c(C#N)cn(CCOc3ccccc3OC)c12 | 4 | 1% | 142 | 142 | -4 | 4 | 74 | 7% | 78
O=C(CSc1nnc(-c2ccco2)o1)NC1CC2CCC1C2 (configuration not stated) | 16 | -5% | 116 | 116 | -16 | 6 | 84 | 9% | 91
N#Cc1c2n(c(=S)n(-c3ccccn3)c1=O)CCCCC2 | 18 | -2% | 137 | 137 | -18 | -3 | 85 | -4% | 82
CCCc1cc2c(cc1NC(=O)c1ccc(C)cc1)OCO2 | / | -4% | / | / | / | / | / | -2% | /
Cc1cnc(C(=O)Nc2ccccc2-c2ccc(C)o2)cn1 | 12 | -17% | 46 | 46 | -12 | -2 | 82 | 8% | 80
CC(C)(C)C1=Nn2c(nnc2-c2ccco2)SC1 | 8 | 14% | 102 | 102 | -8 | -3 | 83 | 17% | 80
CCOc1ccccc1C(=O)N1CCOCC1 | 0 | -10% | 190 | 190 | 0 | -16 | 124 | 21% | 108
CN1CCOCCOCCN(C)C1=O | -10 | -4% | 201 | 201 | 10 | 1 | 93 | 18% | 94
